Screening data from PubChem BioAssay.
MC4R antagonist: human MC4R antagonism in cAMP assay | MC4R-expressing cells, MTII-stimulated cAMP, LANCE TR-FRET | inhibition, % at 6.5 µM | 360,000 tested, 0.48% active;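 active = inhibition above its plate's cutoff, the mean of tested wells on that plate plus 3 SD, cut at about 29% in these data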;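 note: 0% = Melanotan II alone and 100% = Melanotan II plus saturating MCL0020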
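system = U2OS cells with stable human MC4R expression | also added = Melanotan II challenge after compound preincubation | dosing = one concentration, 6.5 µM nominal | incubation = compound 30 min, challenge 1 h, detection 1 h | measured by = TR-FRET with Eu-cAMP and labeled anti-cAMP, 671 nm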
ABHD5 PLIN5 PPI: inhibitors of human ABHD5-perilipin-5 interaction; Q00G26+Q8WTS1; Split G. princeps luciferase complementation, luminescence, 4 h; inhibition, % at 4 µM; 360,000 tested, 0.78% active; AID 602281;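 active = inhibition above the mean inhibition across every tested compound plus 3 SD, cut at about 22% in these data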;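 note: 0% = DMSO only wells and the 100% control is not disclosed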
Target sequence (Q00G26 whole entry, looked up): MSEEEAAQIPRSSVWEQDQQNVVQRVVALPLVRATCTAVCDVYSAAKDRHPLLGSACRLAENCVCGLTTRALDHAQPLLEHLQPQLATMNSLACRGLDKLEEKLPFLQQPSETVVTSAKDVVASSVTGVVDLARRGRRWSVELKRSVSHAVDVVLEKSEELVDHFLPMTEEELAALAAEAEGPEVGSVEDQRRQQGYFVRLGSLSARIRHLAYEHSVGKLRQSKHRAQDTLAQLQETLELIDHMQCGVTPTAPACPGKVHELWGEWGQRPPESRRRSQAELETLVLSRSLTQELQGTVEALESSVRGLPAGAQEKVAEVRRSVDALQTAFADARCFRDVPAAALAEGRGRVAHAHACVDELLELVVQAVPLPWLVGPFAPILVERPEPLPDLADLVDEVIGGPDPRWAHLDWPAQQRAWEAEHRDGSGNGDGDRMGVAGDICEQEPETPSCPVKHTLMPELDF
Target sequence (Q8WTS1 whole entry, looked up): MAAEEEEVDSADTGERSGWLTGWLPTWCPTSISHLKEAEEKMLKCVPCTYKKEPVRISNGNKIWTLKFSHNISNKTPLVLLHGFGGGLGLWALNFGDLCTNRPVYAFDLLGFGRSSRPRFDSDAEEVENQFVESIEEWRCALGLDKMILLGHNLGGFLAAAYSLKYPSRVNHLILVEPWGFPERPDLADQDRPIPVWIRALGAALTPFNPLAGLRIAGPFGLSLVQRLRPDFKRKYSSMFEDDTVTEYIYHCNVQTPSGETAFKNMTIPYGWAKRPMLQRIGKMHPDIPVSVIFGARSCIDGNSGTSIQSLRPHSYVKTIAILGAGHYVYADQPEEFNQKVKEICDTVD
SRC2 inh: human SRC2 (NCOA2) inhibition; HEK293 GAL4-SRC2 luciferase reporter, luminescence; inhibition, % at 9 µM; 370,000 tested, 0.17% active; AID 651957;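 active = inhibition above the mean inhibition of all tested compounds plus 3 SD, set per campaign, cut at about 52% in these data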;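 note: 0% = DMSO treated cells and 100% = cells given Gossypol at 36 µM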
TLR9-MyD88 inh: TLR9-MyD88 interaction inhibition. Q9NR96+Q99836. CHO BLA complementation TLR9-MyD88, CCF4 FRET ratio. inhibition, % at 4.98 µM. 340,000 tested, 0.21% active;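 active = inhibition above the mean over all tested compounds plus 3 SD, cut at about 21% in these data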;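 note: 0% = DMSO only wells and 100% = clavulanate BLA inhibitor control wells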
m5-HT2A agonist: agonists of mouse serotonin 5-HT2A receptor (HTR2A); CHO-K1 mHTR2A beta-arrestin complementation, luminescence; percent of 30 µM serotonin response; activation, % at 7.6 µM; 360,000 tested, 0.66% active; AID 624169;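 active = activation above a run cutoff, the mean activation of all tested compounds plus 3 SD, cut at about 14% in these data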;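 note: 0% = plate median of compound wells and 100% = 30 µM serotonin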
Cardio protect: protects H9c2 cardiomyocytes from peroxide injury; protection from H2O2 cell death, % at 20 µM; AID 588492; 360,000 tested, 0.63% active; H2O2 injury protection, ATPLite, 2 h;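 active = compounds giving at least 50% protection of heart cells from peroxide-induced death in the single-dose screen, raw or plate-pattern-corrected value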;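 note: 0% = DMSO wells with peroxide and 100% = DMSO wells without peroxide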
NOD2-RIPK2 inh: blocks binding of human NOD2 to RIPK2. 360,000 tested, 0.38% active. CHO BLA complementation NOD2-RIPK2, CCF4 ratio. inhibition, % at 4.98 µM; in the data active = inhibition above about 21%;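 note: 0% = vehicle only and 100% = reference blocker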
N-glyco inh: blocks N-linked glycosylation in D54 reporter cells; 360,000 tested, 0.23% active; D54 ERlucT glycosylation luciferase reporter, 24 h; percent of 100 nM tunicamycin response; reporter increase, % at 12.5 µM; AID 588692;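 active = mean luciferase reporter signal, scaled so untreated is 0 and the glycosylation-blocking control 100, at or above a set limit in every replicate; inconclusive = mean reaches the limit but not every replicate does; inactive = mean below the limit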;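 note: luciferase carries N-glycosylation sites so blocking glycosylation raises the light; 0% = median of neutral control wells and 100% = median of 100 nM tunicamycin wells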
MC4R ag barr: human MC4R agonism via beta-arrestin; U2OS MC4R beta-arrestin complementation, luminescence; percent of melanotan II response, DMSO zero; activation, % at 8.9 µM; 360,000 tested, 0.98% active;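 active = activation above a per-plate cutoff, the mean activation of sample wells on that plate plus 3 SD, cut at about 8% in these data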
ABCB6 inh 2: human ABCB6 transporter inhibition; Q9NP58; K562-ABCB6 porphyrin accumulation, flow cytometry, 1 h; stronger effect = lower value; fluorescence ratio to DMSO, % at 10 µM; 360,000 tested, 0.19% active; AID 602162;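 active = fluorescence ratio to DMSO below 75%, the collection mean minus 3 SD; inconclusive = too few cells collected in the well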;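 note: signal is porphyrin accumulated inside mitochondria; 100% equals median channel fluorescence of DMSO control wells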
* hit, by the source's call; ? = inconclusive; . = no result given.

SMILES	MC4R antagonist	ABHD5 PLIN5 PPI	SRC2 inh	TLR9-MyD88 inh	m5-HT2A agonist	Cardio protect	NOD2-RIPK2 inh	N-glyco inh	MC4R ag barr	ABCB6 inh 2
COc1ccc(N(C)S(=O)(=O)c2cccc(C(=O)Nc3nc(C)cs3)c2)cc1	-2	2	21	-7	11	0	-4	1	-0.8	92
N#C/C(=C\c1ccc(-c2cccc([N+](=O)[O-])c2)o1)C(=O)N1CCOCC1	-21	10	-8	-4	-6	32	3	-2	1.3	95
CCCCN1C(=O)C2(OCCCO2)c2cccc(C)c21	28	-3	21	-4	7	-1	-5	-1	0.0	98
CC1=NC2(CCCc3c2no[n+]3[O-])N(O)C1(C)C (stereo not given)	2	3	9	-3	4	0	2	0	-1.2	100
CCCC(C)c1nnc(NC(=O)COc2ccc3c(c2)OCO3)s1 (stereo not given)	-5	-13	-7	2	-2	-6	-5	1	0.3	86
COc1cc(C(=O)Nc2ccc3c(c2)ncn3C)cc(OC)c1OC	-14	-1	-4	-16	-4	-5	-8	?	-0.7	99
c1ccc(Sc2ccncc2)cc1	1	-1	-1	-6	0	1	-1	-1	-1.8	104
COc1ccc(OC)c(S(=O)(=O)N2CCN(c3ccccc3)CC2)c1	8	2	-10	-5	0	-5	0	-1	1.1	95
Cc1cccc(NC(=O)Cc2noc3ccccc23)c1C	-6	5	-2	-2	6	1	2	-2	3.0	92
COc1ccc(C(O)(CCN2CCOCC2)c2ccccc2)cc1 (stereo not given)	12	-7	4	-2	3	2	0	1	-0.2	102
COc1ccccc1CC(=O)NCCCc1ccccc1	5	4	-20	1	13	-6	-8	0	0.3	93
CCOC(=O)C1=C(COC(=O)C(CC)c2ccccc2)NC(=O)NC1C (stereo not given)	1	2	1	-7	6	4	3	0	-1.4	96
Cc1ccc(SC(C)C(=O)N2CCCC2)cc1 (stereo not given)	4	2	11	0	3	7	-4	1	-0.3	98
O=S(=O)(NCCCN1CCOCC1)c1ccc(Cl)s1	26	4	-24	-1	0	3	-12	0	-1.1	100
OCCCn1c(C(CO)Nc2nc(-c3ccc(Cl)cc3)cs2)nc2ccccc21 (stereo not given)	14	1	10	1	5	0	-10	3	-1.2	98
CS(=O)(=O)c1ccc(C(=O)OCC(=O)NC(=O)Cc2ccccc2)cc1	8	2	20	-3	-4	3	-3	2	-0.6	96
NC(=O)c1ccc(NC(=O)c2ccccc2S(=O)(=O)c2ccccc2[N+](=O)[O-])cc1	4	-1	-12	-8	0	-4	-10	5	-2.2	106
O=C(COc1ccc(S(=O)(=O)NCCc2ccccc2)cc1)N1CCCC1	2	-1	-6	-4	4	-3	-4	0	-1.2	92
O=C(Nc1ccccc1)P(=O)(O)c1ccccc1	-9	0	-24	2	4	1	4	0	-2.6	94
Cc1ccc(S(=O)(=O)N(C)c2ccc(C(=O)NCc3ccccn3)cc2)cc1	17	3	-7	-3	-4	-9	-16	-1	-2.6	97
CCOCCCNC(=O)N[C@@H](C)C(=O)OC	14	-3	2	7	-1	-2	5	0	-1.9	100
CC(=O)CSc1ncnc2sc3c(c12)CCC(C)C3 (stereo not given)	-10	1	-39	-5	2	-6	4	1	2.9	104
C[C@H]1CN([C@@H](C)CO)C(=O)c2cccc(NC(=O)c3nc4ccccc4s3)c2O[C@H]1CN(C)C(=O)Nc1ccc(F)cc1	27	2	7	-4	-5	29	12	-2	-0.5	95
Cc1ccc(-n2ncc3c2CCCC3NC(=O)CCCN2CCCC2=O)cc1C (stereo not given)	2	3	-24	1	-1	2	-1	.	-2.9	101
Cc1cc(NC(=O)CSc2nnc(-c3ccoc3C)n2N)no1	-3	2	-12	7	10	8	-4	1	0.9	93

A different layout for 13 compounds above:
compound | MC4R antagonist | ABHD5 PLIN5 PPI | SRC2 inh | TLR9-MyD88 inh | m5-HT2A agonist | Cardio protect | NOD2-RIPK2 inh | N-glyco inh | MC4R ag barr | ABCB6 inh 2
COc1ccc(N(C)S(=O)(=O)c2cccc(C(=O)Nc3nc(C)cs3)c2)cc1 | -2 | 2 | 21 | -7 | 11 | 0 | -4 | 1 | -0.8 | 92
N#C/C(=C\c1ccc(-c2cccc([N+](=O)[O-])c2)o1)C(=O)N1CCOCC1 | -21 | 10 | -8 | -4 | -6 | 32 | 3 | -2 | 1.3 | 95
CCCCN1C(=O)C2(OCCCO2)c2cccc(C)c21 | 28 | -3 | 21 | -4 | 7 | -1 | -5 | -1 | 0.0 | 98
CC1=NC2(CCCc3c2no[n+]3[O-])N(O)C1(C)C (stereo not given) | 2 | 3 | 9 | -3 | 4 | 0 | 2 | 0 | -1.2 | 100
CCCC(C)c1nnc(NC(=O)COc2ccc3c(c2)OCO3)s1 (stereo not given) | -5 | -13 | -7 | 2 | -2 | -6 | -5 | 1 | 0.3 | 86
COc1cc(C(=O)Nc2ccc3c(c2)ncn3C)cc(OC)c1OC | -14 | -1 | -4 | -16 | -4 | -5 | -8 | ? | -0.7 | 99
c1ccc(Sc2ccncc2)cc1 | 1 | -1 | -1 | -6 | 0 | 1 | -1 | -1 | -1.8 | 104
COc1ccc(OC)c(S(=O)(=O)N2CCN(c3ccccc3)CC2)c1 | 8 | 2 | -10 | -5 | 0 | -5 | 0 | -1 | 1.1 | 95
Cc1cccc(NC(=O)Cc2noc3ccccc23)c1C | -6 | 5 | -2 | -2 | 6 | 1 | 2 | -2 | 3.0 | 92
COc1ccc(C(O)(CCN2CCOCC2)c2ccccc2)cc1 (stereo not given) | 12 | -7 | 4 | -2 | 3 | 2 | 0 | 1 | -0.2 | 102
COc1ccccc1CC(=O)NCCCc1ccccc1 | 5 | 4 | -20 | 1 | 13 | -6 | -8 | 0 | 0.3 | 93
CCOC(=O)C1=C(COC(=O)C(CC)c2ccccc2)NC(=O)NC1C (stereo not given) | 1 | 2 | 1 | -7 | 6 | 4 | 3 | 0 | -1.4 | 96
Cc1ccc(SC(C)C(=O)N2CCCC2)cc1 (stereo not given) | 4 | 2 | 11 | 0 | 3 | 7 | -4 | 1 | -0.3 | 98

Other results.
SMILES	MC4R antagonist	ABHD5 PLIN5 PPI	SRC2 inh	TLR9-MyD88 inh	m5-HT2A agonist	Cardio protect	NOD2-RIPK2 inh	N-glyco inh	MC4R ag barr	ABCB6 inh 2
OC(c1ccccc1)c1nccc2ccccc12 (stereo not given)	4	-3	-31	3	-1	-3	0	1	-0.9	98
COc1ccc(NC(=S)Nc2cccc3cnccc23)cc1	6	-21	-29	-6	11	-6	-2	5	-2.7	104
CC1CCCCC1NC(=O)CSc1nnc(-c2ccco2)n1N (stereo not given)	10	-4	-26	-1	-4	0	13	1	-3.5	95
CC1=CC(C)(C)N(C(=O)CSc2ncn[nH]2)c2ccccc21	2	1	18	7	0	-8	-2	-1	-1.2	93
Cc1ccc(-c2cc(C(=O)N/N=C/C=C/c3ccccc3)n[nH]2)s1	-8	-3	-6	-5	-3	4	2	-4	5.9	98
CC1=C(C(=O)N2CCOCC2)CC(CC(=O)NCCN2CCOCC2)C(=O)N1CCC1=CCCCC1 (stereo not given)	-2	0	13	-4	6	-3	-12	2	0.4	100
O=C(O)C1(P(=O)(c2ccc(Cl)cc2)c2ccc(Cl)cc2)CC1	5	-4	-2	-1	2	1	2	0	-3.5	95
COc1ccc(NC(=O)c2ccccn2)cc1S(=O)(=O)N1CCOCC1	-4	0	-4	-8	4	3	-5	1	-0.3	100
CC(C)NC(=O)Nc1ccc2c(c1)C(=O)N([C@H](C)CO)C[C@H](C)[C@@H](CN(C)Cc1ccc(C(F)(F)F)cc1)OCCCC[C@H](C)O2	-5	5	12	-1	5	-22	-9	-6	-1.3	98
COc1cc2c(cc1NC(=O)C(C)N1CCN(S(=O)(=O)c3ccc(C)c(C)c3)CC1)oc1ccccc12 (stereo not given)	-7	-5	-32	6	3	5	-4	-3	0.6	84
Cc1cc(N=Nc2ccc3ccccc3c2)ccc1O	17	-9	-49	0	-8	-16	-11	-11	-0.4	310
CCCc1nc2cc(C)c(Br)c(C)n2c1Cc1ccsc1	.	-13	20	.	3	.	-13	.	.	122
CCCCCC1CC(=O)N(Cc2ccc(Cl)cc2)C(=O)N1 (stereo not given)	-1	-1	2	-9	-4	-4	-11	-3	-0.3	110
O=C(NCCCN1CCOCC1)C(=O)NCc1ccccc1Cl	-5	-4	-6	2	0	-2	1	-2	-0.1	101
O=C1CC(NS(=O)(=O)c2ccc([N+](=O)[O-])cc2)CN1c1ccc2c(c1)OCCO2 (stereo not given)	-1	1	4	6	1	-8	1	2	-3.5	93
O=C(Nc1ccc(F)cc1)C(c1ccnc2ccccc12)N1CCN(C(=O)c2ccco2)CC1 (stereo not given)	.	5	-26	.	4	.	-10	.	.	.
O=C(CCCCCn1c(=O)[nH]c2ccsc2c1=O)N1CCCCC1	5	3	-13	-4	0	-1	-7	0	-1.4	97
O=C1Nc2ccccc2C12OCCCCO2	6	9	-10	0	-1	0	0	1	-0.4	93
CC1(C)CC(=O)C2=C(C1)N(c1ccc(F)cc1)C(N)=C(C#N)C2c1cccs1 (stereo not given)	0	-2	-7	-2	-4	14	-2	0	-1.9	107
O=[N+]([O-])c1[nH]cnc1/C=C/c1ccccc1	17	-4	-16	-5	-7	-2	-2	-1	-1.4	100
CCOc1ccc(NC(=O)Cn2nnc(C(=O)NCc3ccc(OC)cc3)c2N)cc1	-1	-1	9	3	1	-2	-14	3	-1.8	93
CCS(=O)(=O)N1CCN(S(=O)(=O)c2ccc(Cl)s2)CC1	3	13	8	-10	0	-1	-2	1	0.8	105
Nc1nc(NCCO)nc(NCc2ccccc2)c1[N+](=O)[O-]	-4	0	.	-4	-1	9	0	-1	-2.4	99
Cc1nn(Cc2ccccc2)c(Cl)c1C(=O)NCCc1ccccc1	-1	11	-36	-2	-6	3	8	-6	4.2	98
CCCCN(C=O)c1c(CC)nc2c(OCCn3cccc3)cccn12	3	0	-14	.	-2	-3	-3	0	-0.8	101
SMILES	MC4R antagonist	ABHD5 PLIN5 PPI	SRC2 inh	TLR9-MyD88 inh	m5-HT2A agonist	Cardio protect	NOD2-RIPK2 inh	N-glyco inh	MC4R ag barr	ABCB6 inh 2
O=[N+]([O-])c1ccc(Sc2n[nH]c(-c3ccncc3)n2)nc1	3	4	2	4	4	3	4	1	-2.1	105
NS(=O)(=O)c1ccc(NC(=S)NC(=O)/C=C/c2ccco2)cc1	2	8	-1	-9	1	4	-8	0	-0.7	100
CC(C)CCN1CCNC(=O)C1CC(=O)Nc1ccc(F)cc1 (stereo not given)	4	1	10	2	0	2	0	1	-0.7	99
CCNc1nc(OC)nc(SCC(N)=O)n1	1	-5	-14	-10	3	-4	10	-1	0.3	99
COc1ccc(NC(=S)N2CCC(C(=O)c3ccc(C)cc3)CC2)cc1	7	-5	3	1	-2	-6	5	-1	0.6	97
COCCNC(=O)C(C)OC(=O)c1cc2sccc2n1C (stereo not given)	5	-1	-7	8	1	3	-2	1	-1.1	92
CCN(CC(=O)Nc1c(F)cccc1F)C(=O)C1CCN(C(=O)c2ccc(Cl)cc2)CC1	2	-12	4	11	6	9	7	-1	0.6	101

The list is partial; rates above refer to the full screens.
